MKP-3 inhibition: MKP-3 phosphatase inhibitors, primary screen, biochemical, rat enzyme, in vitro (AID 425) | inhibition, % at 20 µM; hits with a dose series show IC50 in µM | recombinant MKP-3 phosphatase activity, fluorescence; higher % means a stronger effect | 0.17% of 110,000 active; in the data active = inhibition above about 50%;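 also: plate controls were vehicle for no effect and reference inhibitor for full effect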
Hsp70 inhibitors: small molecules displacing fluorescent ligand from Hsp70 – biochemical, fluorescence polarization, primary screen (AID 583). one-dose displacement, % at 20 µM; IC50 in µM for titrated hits. Hsp70 fluorescence polarization probe displacement, mP; higher % means a stronger effect. 0.06% of 140,000 active; in the data active = displacement above about 50%;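 also: plate controls were vehicle for no effect and reference ligand for full effect; a part of the inactive calls stands beside numbers as strong as those of hits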
* = called active by the depositor; x = no result given; & = joins results of further samples. Only part of the results is shown (hit frequency here may not be typical).

Under each structure – MKP-3 inhibition	Hsp70 inhibitors
COc1ccc(CNC(=S)Nc2cccc(C(F)(F)F)c2)cc1
→ 3%	-4.7%
S=c1nc(-c2ccccc2Br)[nH][nH]1
→ x	4.7%
C=CCNc1oc(Cc2cccc3ccccc23)nc1C#N
→ -4%	-1.7%
CC(C)c1nnc(NC(=O)CCS(=O)(=O)c2nc(-c3cccs3)cc(C(F)(F)F)n2)s1
→ -10%	5.7%
O=C(Nc1ccc(Cl)cc1)Nc1nnc(-c2cccc([N+](=O)[O-])c2)s1
→ 0%	-0.9%
CC(=O)c1cccc(NC(=O)NC(C)C2CCCO2)c1 (configuration not stated)
→ -16%	1.0%
COc1ccc(S(=O)(=O)n2nc(C)cc2C)c(C)c1C
→ x	-4.2%
O=C(NCc1ccc2c(c1)OCO2)c1cccc(Cl)c1
→ 1%	1.7%
O=c1[nH]cnc2scc(-c3ccc(-c4ccccc4)cc3)c12
→ 4%	-2.8%&12%
O=C(NCc1ccco1)Nc1ccc(Br)cc1
→ 16%&0%	5.5%&3.7%
CCCn1c(=O)c2ccccc2n2c(SCCOc3ccccc3)nnc12
→ -8%	-2.9%
CCN(c1ccccc1)S(=O)(=O)c1cc(Cl)ccc1Cl
→ 1%	-3.0%
CCCOc1ccc(Cc2nn3c(=O)/c(=C/c4ccco4)sc3nc2=O)cc1
→ -2%	7.9%
COc1cc([N+](=O)[O-])ccc1-c1ccc(/C=C2\C(=O)NC(=O)N(c3ccc(C)c(C)c3)C2=O)o1
→ 16%	29%
Cc1ccc(Cl)cc1NC(=O)Cn1cccc1
→ 4%	1.3%
CCN(CC)C(=O)c1cncc(C(=O)N(CC)CC)c1-c1ccccc1
→ 4%	-0.7%
Cc1ccc(S(=O)(=O)Cn2nnnc2C(c2ccccc2)N2CCN(c3ccccc3)CC2)cc1 (configuration not stated)
→ x	1.3%
CCOC(=O)N1CCN(C(=O)CN(Cc2ccc(Cl)cc2)S(C)(=O)=O)CC1
→ -15%	-0.2%
COC(=O)c1c(NC(=O)COc2ccc(-c3ccc(C)cc3)cc2)sc2c1C(C(=O)OC)CC2 (configuration not stated)
→ 3%	-3.4%
Cc1nn(-c2nc(-c3ccco3)cc(C(F)(F)F)n2)c(C)c1Cl
→ x	4.5%
Cc1ccc(CC2CC2(Cl)Cl)c([N+](=O)[O-])c1 (configuration not stated)
→ 4%	-3.4%
CCOC(=O)c1c(-c2ccccc2)oc2cc(Br)c(OC(=O)c3ccco3)cc12
→ 2%	-6.0%
O=C(Cn1c(-c2ccccc2)noc1=O)NCc1ccccc1
→ 5%	4.5%
O=C(O)CCCCCN1C(=O)C(=O)/C(=C(\O)c2ccc(Br)cc2)C1c1ccc2c(c1)OCO2 (configuration not stated)
→ 4%	0.2%
Cc1nc2ccccc2n1S(=O)(=O)c1cccc(Cl)c1Cl
→ -1%	4.2%
Cc1ccc(S(=O)(=O)N(C)CCCC(=O)Nc2cccc(C)c2)cc1
→ -2%	-0.5%
COc1ccc(N2CCn3c2nc2c3c(=O)n(CCCc3ccccc3)c(=O)n2C)c(OC)c1
→ 4%	-3.6%
Cc1onc(-c2ccccc2Cl)c1C(=O)Nc1cccc2nsnc12
→ -4%	-2.8%
CC(C)c1nc2oc3c(NCc4cccnc4)ncnc3c2c2c1CCC2
→ -3%	-0.7%
CC1CCCN(CCCNC(=O)C2CC(=O)N(c3ccc(F)c(Cl)c3)C2)C1 (configuration not stated)
→ 6%	1.6%
Cc1cc(C)n(-c2nc(C)nc(NCc3ccccc3)n2)n1
→ 5%&4%	0.5%
CCN1CCN(C(=O)C2(NC(=O)Nc3cccc(F)c3)CCCCC2)CC1
→ x	0.9%
N/C(=N\OC(=O)c1cccs1)c1cccc([N+](=O)[O-])c1
→ 0%	-1.2%
COc1cccc(N2C(=O)C(=O)/C(=C(\O)c3ccccc3)C2c2ccc([N+](=O)[O-])cc2)c1 (configuration not stated)
→ -5%	2.3%
CC(=O)Nc1cc(NC(=O)C2C3C=CC(C3)C2C(=O)O)ccc1Cl (configuration not stated)
→ 3%	2.3%
COc1cccc(CNC(=O)Cc2c(C(=O)O)[nH]c3ccccc23)c1
→ x	7.8%
COc1ccc(NC(C)c2ccccc2)cc1 (configuration not stated)
→ 0%	1.6%
Cc1cc([N+](=O)[O-])ccc1NC(=O)c1cccc(N2C(=O)c3ccccc3C2=O)c1
→ 4%	-1.4%
Cc1ccc2[nH]c(=O)c(CN(CCCN3CCOCC3)C(=O)NC3CCCCC3)cc2c1
→ -7%	-2.4%
Cc1ccc(C)c(-n2nnnc2SCC(=O)Nc2cccc(-c3nnc4n3CCCCC4)c2)c1
→ -3%	6.2%
CC(C)CCNC(=O)NC(=O)COC(=O)C1=COCCO1
→ -10%	3.6%
CC/C(=C\C(=O)c1ccccc1)Nc1ccc(Br)cc1
→ -5%	2.0%
Cc1ccc(-c2cc(C(=O)NCc3ccc4c(c3)OCO4)[nH]n2)c(O)c1C
→ -4%	1.2%
CCN(c1ccccc1)S(=O)(=O)c1ccc(NCC2COc3ccccc3O2)nc1 (configuration not stated)
→ 7%	-6.2%
CC(=O)Nc1cc(C(F)(F)F)ccc1OCCOc1ccccc1
→ x	3.5%
CCc1ccc(C2C(C(=O)OCCc3ccccc3)=C(C)NC3=C2C(=O)CCC3)cc1 (configuration not stated)
→ 3%	-0.9%
Cc1cccc(CS(=O)(=O)Cc2ccc(C(=O)NCc3cccnc3)o2)c1
→ 7%	7.6%
CCOC(=O)N1CCC(NC(=O)c2cc3c(-c4ccc(OC)c(OC)c4)nn(C)c3s2)CC1
→ 15%	2.7%
CC1CC(=O)C=C(O)C1C(=O)OC(C)(C)C (configuration not stated)
→ 4%	-5.0%
c1cncc(CN2CCN(Cc3cccc4ccccc34)CC2)c1
→ -3%	-1.8%
Cc1ccc(S(=O)(=O)N2CCCC(C)C2)cc1 (configuration not stated)
→ 1%	1.6%
CCn1ncc(C2=NOC(C(=O)NCc3ccc(Cl)cc3)C2)c1C (configuration not stated)
→ 2%	-3.0%
CC(C)OCCCNS(=O)(=O)c1ccc2c(c1)OCCO2
→ 5%	1.0%
Cc1cccc(N(C)C(=O)c2coc(=O)c3ccccc23)c1
→ 1%	-1.9%
COc1ccc(-n2nc3cc(C)c(NC(=O)COc4ccc([N+](=O)[O-])cc4)cc3n2)cc1
→ 0%	-1.5%
C=CCN1C(=NC(=O)CCC)SC2CS(=O)(=O)CC21 (configuration not stated)
→ x	-3.1%
Cc1cc(Cl)ccc1NS(=O)(=O)c1ccc(Cl)cc1
→ 2%	1.6%
O=C(c1cnc2n(c1=O)CCS2)N1CCCc2ccccc21
→ x	3.1%
Cc1ccc(C)c(S(=O)(=O)NCc2ccc(C(=O)NCc3ccco3)cc2)c1
→ x	3.3%
O=C(NC1CCCC1)c1c[nH]c2ccc(F)cc2c1=O
→ 0%	2.8%

(continued)
Under each structure – MKP-3 inhibition	Hsp70 inhibitors
COc1ccc2c(c1)OCC/C2=N\OC(=O)c1cc(OC)c(OC)c(OC)c1
→ -2%	1.6%
CCOC(=O)NCC(C#CCN(CC)CC)N(CC)CC (configuration not stated)
→ -4%	-5.3%
COc1ccc(NC(=O)CSc2nc3ccc(NC(=O)c4ccccc4)cc3s2)cc1
→ 5%	-8.5%
Cc1ccccc1N(CC(=O)Nc1ccc(F)cc1)S(C)(=O)=O
→ -3%	1.4%
CC(C)(C)c1nn(-c2ccccc2)c2[nH]c(=O)c(CNCc3ccco3)cc12
→ -3%	1.7%
C=CCn1c(SCc2ccc3nonc3c2)nnc1-c1cccs1
→ 1%	2.8%
Cc1cccc(NC(=O)c2cc(Cl)ccc2[N+](=O)[O-])c1
→ 4%	5.5%
COc1cc(NC(=O)c2sc3ccccc3c2Cl)c(OC)cc1Cl
→ 0%	-2.0%
COc1ccc(OC)c(NS(=O)(=O)c2ccc(NC(C)=O)cc2)c1
→ x	-0.3%
COC(=O)CSc1nc2c(c(C3CC=CCC3)c1C#N)CCC2 (configuration not stated)
→ 4%	-2.4%&2.0%
O=C(O)COc1ccc(S(=O)(=O)NCCc2ccccc2)cc1
→ -3%	1.0%
O=c1[nH]c2ccc(S(=O)(=O)N3CCCCC3)cc2[nH]c1=O
→ x	3.8%
COc1ccc(CCn2nnnc2C(CC(C)C)N2CCN(c3ncccn3)CC2)cc1OC (configuration not stated)
→ -2%	-1.2%
Cc1ccccc1-c1noc(C23CC4CC(CC(C4)C2)C3)n1
→ x	-3.4%
CC1(C)CC(=O)C(C(c2ccncc2)C2C(=O)CC(C)(C)CC2=O)C(=O)C1
→ -6%	2.3%
COc1ccc(OC)c2c1sc(=NC(=O)C(C)C)n2C
→ 3%	10%
CCc1ccc(C2Nc3ccccc3NC3=C2C(=O)CC(c2ccc(OC)c(OC)c2)C3)cc1 (configuration not stated)
→ 4%	-6.3%
CCn1c(SCC(=O)Nc2nc3c(s2)CCCC3)nc2c1c(=O)n(C)c(=O)n2C
→ -1%	-2.5%
O=c1[nH]c(-c2ccc(-c3ccc(F)cc3)o2)nc2sc3c(c12)CCCC3
→ 2%	2.6%
O=C(CCSCc1ccccc1Cl)N1CCN(c2ccccn2)CC1
→ x	3.5%
CC(Nc1cc(=O)n(C)c(=O)n1C)c1ccccc1 (configuration not stated)
→ 6%&1%	0.7%&-0.2%
O=C1C=C(OCc2ccccc2)CN1
→ -4%	-3.5%
CCC(=O)N1CCN(c2ccccc2NC(=O)Cc2ccccc2)CC1
→ -2%	-4.0%
O=C(Nc1sc2c(c1C(=O)O)CCCC2)c1cccs1
→ 0%	6.3%
CN(C)P(=NC(=O)COc1ccc(Cl)cc1Cl)(N(C)C)N(C)C
→ -13%	1.7%
CC12CN3CC(C)(CN(C1)C3c1cc(Br)ccc1O)C2=O (configuration not stated)
→ -3%	5.1%
CC(C)CCOc1ccc(Cl)cc1CN1CCOCC1
→ -2%	4.0%
CCOC(=O)C1CCN(S(=O)(=O)c2ccc(F)cc2)CC1
→ -3%	0.7%
Cn1c(=O)c2c(ncn2CC(=O)Nc2nc(-c3ccccc3)cs2)n(C)c1=O
→ 2%	4.0%
Cc1ncn(C23CC4CC(CC(O)(C4)C2)C3)n1
→ -13%	-2.0%

Two entries from above, as labelled records.
> CCn1c(SCC(=O)Nc2nc3c(s2)CCCC3)nc2c1c(=O)n(C)c(=O)n2C
  MKP-3 inhibition = -1%	Hsp70 inhibitors = -2.5%
> O=c1[nH]c(-c2ccc(-c3ccc(F)cc3)o2)nc2sc3c(c12)CCCC3
  MKP-3 inhibition = 2%	Hsp70 inhibitors = 2.6%

Five compounds drawn at random from the list so far:
Under each structure – MKP-3 inhibition	Hsp70 inhibitors
COc1ccc(CCn2nnnc2C(CC(C)C)N2CCN(c3ncccn3)CC2)cc1OC (configuration not stated)
→ -2%	-1.2%
CCC(=O)N1CCN(c2ccccc2NC(=O)Cc2ccccc2)CC1
→ -2%	-4.0%
Cn1c(=O)c2c(ncn2CC(=O)Nc2nc(-c3ccccc3)cs2)n(C)c1=O
→ 2%	4.0%
O=C(O)COc1ccc(S(=O)(=O)NCCc2ccccc2)cc1
→ -3%	1.0%
COc1ccc2c(c1)OCC/C2=N\OC(=O)c1cc(OC)c(OC)c(OC)c1
→ -2%	1.6%

(more compounds)
Under each structure – MKP-3 inhibition	Hsp70 inhibitors
O=C(CN(c1ccccc1)S(=O)(=O)c1ccccc1[N+](=O)[O-])Nc1ccccc1Cl
→ 1%	4.2%
CC1=NN(C(=O)c2cccc(C)c2O)C(O)(c2ccc(Cl)cc2)C1 (configuration not stated)
→ -2%	0.6%
O=C(NC1CCCC1)c1ccc(COCC(F)(F)F)o1
→ -2%	5.0%
O=C(CN1C(=O)COc2ccccc21)NCCCN1CCN(Cc2ccccc2)CC1
→ -8%	-4.0%
COc1ccc(C2C3C(=O)N(c4ccc([N+](=O)[O-])cc4)C(=O)C3N3CCCN23)cc1 (configuration not stated)
→ 2%	-2.4%
O=C(Nc1ccc(Cl)cc1)c1ccc([N+](=O)[O-])cc1
→ -4%	0.2%
CNC(=O)c1ccc(N(Cc2ccccc2C)S(C)(=O)=O)cc1
→ -7%	4.6%
O=C(C1CCC(CNS(=O)(=O)c2cccs2)CC1)N1CCCCC1 (configuration not stated)
→ 4%	x
COc1cc(/C=C2\C(=O)N(c3ccc(S(N)(=O)=O)cc3)N=C2C)cc(Cl)c1O
→ -13%	-0.9%
O=C1c2cnccc2CN1Cc1ccccc1
→ x	2.7%
O=C(C1Cc2ccccc2O1)N1CCCCC1 (configuration not stated)
→ -7%	-2.8%
Cc1ccc(NC(=O)CSc2nnc(Cn3cnc4ccccc43)o2)c(C)c1
→ x	-1.3%
Cc1ccc(S(=O)(=O)NNc2ccccc2[N+](=O)[O-])cc1
→ 0%	5.2%
Cc1cc2[nH]c(=O)cc(-c3ccccc3)n2n1
→ 1%	0.2%
C=CCNC(=O)CSc1nc2cc(C(=O)OCC)ccc2n1CC
→ x	1.0%
CCSc1ccccc1C(=O)Nc1nncs1
→ -5%	-0.3%
CCCC(=O)Nc1ccc(O)c(-c2nc3cc(C)ccc3o2)c1
→ -4%	-6.5%
Cc1ccc2oc(-c3ccc(N=Cc4cccc(C)c4O)cc3)nc2c1
→ 2%	-5.4%
CCc1ccc(OCCNc2cc(N3CCCC3)ccc2[N+](=O)[O-])cc1
→ 0%	1.2%
CC1=CC(C)(C)N(CC(=O)c2ccc([N+](=O)[O-])cc2)c2ccccc21
→ 6%	6.6%
CC(=O)c1cccc(NC(=O)/C(=C\c2ccc(Br)cc2)NC(=O)c2ccc(C)cc2)c1
→ 2%	3.0%
CCOC(=O)Nc1ccc2c(c1)OCO2
→ x	0.1%
CCCOc1c(OC)cccc1C1CC(=O)Nc2cc3c(cc21)OCCO3 (configuration not stated)
→ -1%	4.9%
